Screens: PubChem BioAssay, National Center for Advancing Translational Sciences (NCATS)
N370S GC mod: qHTS Assay for Inhibitors and Activators of N370S glucocerebrosidase as a Potential Chaperone Treatment of Gaucher Disease; N370S GC spleen homogenate, 4MU-glucoside fluorescence; Potency, µM (series often up to 59.4 µM), for the others: at the highest dose activity change, negative = inhibition, hits mostly inhibitors; actives 0.092% (n = 330,000); AID 2101, 2009;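 also: 0% = full enzyme activity and -100% = no enzyme basal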
FEN1 inh: qHTS Assay for the Inhibitors of Human Flap endonuclease 1 (FEN1); Recombinant FEN1 flap cleavage, fluorescence, 15 min; Potency, µM (doses to about 114 µM), for the others: at the highest dose activity change, negative = inhibition, hits mostly inhibitors; actives 0.35% (n = 390,000); also: nearly all actives have a fitted effect of over 65% in size
Target sequence (P39748 whole entry, looked up): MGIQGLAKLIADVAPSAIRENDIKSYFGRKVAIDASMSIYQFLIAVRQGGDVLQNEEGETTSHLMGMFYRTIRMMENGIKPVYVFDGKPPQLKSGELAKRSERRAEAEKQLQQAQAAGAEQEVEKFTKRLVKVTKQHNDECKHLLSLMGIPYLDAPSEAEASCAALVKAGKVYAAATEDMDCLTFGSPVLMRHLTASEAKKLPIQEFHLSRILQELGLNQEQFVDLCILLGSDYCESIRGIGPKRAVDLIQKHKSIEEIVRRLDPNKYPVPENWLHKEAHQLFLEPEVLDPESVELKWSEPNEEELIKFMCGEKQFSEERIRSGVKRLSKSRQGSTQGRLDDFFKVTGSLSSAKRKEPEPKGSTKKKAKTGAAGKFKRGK
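In this screen, 50 nM flap DNA substrate was added to 10 nM FEN1 pretreated with compound for 15 min at room temperature; cleavage was followed with reads at 0 and 15 min, and Hill fitting gave concentration–response parameters.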
TDP1 inh: qHTS Assay for Inhibitors of Tyrosyl-DNA Phosphodiesterase (TDP1) | Tyrosyl-DNA phosphodiesterase 1 (Homo sapiens), Q9NUW8 | recombinant TDP1, AlphaScreen DNA substrate cleavage | Potency, µM (top dose mostly 130 µM), for inactives: at the top dose activity change, negative = inhibition, hits mostly inhibitors | actives 0.28% (n = 350,000); also: nearly all actives have a fitted effect of over 40% in size
Target sequence (Q9NUW8 whole entry, looked up): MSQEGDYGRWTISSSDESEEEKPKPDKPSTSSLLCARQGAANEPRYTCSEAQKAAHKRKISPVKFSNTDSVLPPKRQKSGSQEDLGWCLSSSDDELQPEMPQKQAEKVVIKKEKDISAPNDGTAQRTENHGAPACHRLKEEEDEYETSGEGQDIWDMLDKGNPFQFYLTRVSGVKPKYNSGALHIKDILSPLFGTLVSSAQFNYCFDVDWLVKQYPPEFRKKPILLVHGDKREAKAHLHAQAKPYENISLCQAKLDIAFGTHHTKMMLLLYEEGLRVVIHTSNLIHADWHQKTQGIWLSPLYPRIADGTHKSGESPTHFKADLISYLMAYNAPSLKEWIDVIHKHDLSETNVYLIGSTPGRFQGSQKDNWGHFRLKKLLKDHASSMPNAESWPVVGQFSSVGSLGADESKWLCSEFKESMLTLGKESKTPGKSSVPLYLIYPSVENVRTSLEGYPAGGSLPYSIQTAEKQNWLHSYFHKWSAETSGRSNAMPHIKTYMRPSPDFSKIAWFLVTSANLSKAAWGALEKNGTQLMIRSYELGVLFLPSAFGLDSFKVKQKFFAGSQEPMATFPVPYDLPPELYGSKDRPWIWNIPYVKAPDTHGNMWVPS
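Enzyme-compound mixtures sat 15 min at room temperature, followed by a 5 min reaction with 15 nM final substrate and 10 min with AlphaScreen beads. Recombinant human Tdp1 was used at 1 nM final.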
An asterisk follows results filed as active; ? = inconclusive; nt = no result given; [ ] = remark or other dose. Calls follow the shape of the dose curve; as a rule, active = well fitted curve in the direction sought with a large enough effect; inconclusive = small, poorly fitted or top-dose-only effect, or another doubt; inactive = no such curve, though single readings can be large; an effect the other way counts as inactive or inconclusive. Unless noted, % is scaled to controls: 0 for no effect and ±100 for the full control effect; potency is read from the fitted curve at half-maximal effect. Compounds as they come; any-hit rate near 0.57%.

Below each SMILES: N370S GC mod | FEN1 inh | TDP1 inh
COc1ccc(CC(=O)Nc2ccc(-c3nc4cc(C)ccc4o3)c(O)c2)cc1OC
 : 11% | ? | 2%
COCCNC(=O)C(c1ccc(F)cc1)N(CC1CCCO1)C(=O)CCC(=O)Nc1ccccn1 (stereo not given)
 : 4% | 9% | 2%
COc1ccc2c(CNCCc3ccc(SC)cc3)c(C(=O)O)n(Cc3ccc(F)cc3)c2c1
 : nt | -3% | 8%
CCc1nnc(NC(=O)CSc2nnc(CNc3ccc(OC)cc3)n2C)s1
 : 1% | -1% | 4%
O=C(NNC(=O)c1ccc(O)cc1O)c1ccc(Cl)cc1
 : 3% | 1% | -4%
CCc1cccc(NC(=O)Cn2nc3c4cc(F)ccc4n(Cc4cccc(C)c4)cc-3c2=O)c1
 : nt | 20% | 3%
CCCc1cc(=O)[nH]c(SCC(=O)Nc2sc3c(c2C#N)CCCC3)n1
 : 19% | -18% | 8%
Cc1ccc2c(c1)cc(C)c1nnc(SCC(=O)NCc3ccco3)n12
 : 11% | 3% | -12%
O=c1oc(-c2ccco2)nc2sc3c(c12)CCCCC3
 : 14% | 1% | 6%
CS(=O)(=O)N(CC(=O)N1CCCC1)Cc1ccccc1
 : -15% | 10% | -6%
CCN(CC)CC(O)COC(c1ccccc1)c1ccccc1 (stereo not given)
 : 12% | -8% | nt
Cc1cccc(NC(=O)CCC(=O)N/N=C/c2ccco2)c1
 : 0% | 4% | 1%
COc1ccc(NS(=O)(=O)c2cccc(C(=O)NNC(=O)c3ccc(C)o3)c2)cc1
 : nt | -12% | 0%
COc1cccc(CCNC(=O)c2cnc3sc(N4CCOCC4)nn3c2=O)c1
 : nt | 29% | -1%
CC(C)SCCCCOc1ccc2ccccc2c1
 : -6% | 7% | 2%

As a working copy, part of the list above:
Below each SMILES: N370S GC mod | FEN1 inh | TDP1 inh
COc1cccc(CCNC(=O)c2cnc3sc(N4CCOCC4)nn3c2=O)c1
 : nt | 29% | -1%
CC(C)SCCCCOc1ccc2ccccc2c1
 : -6% | 7% | 2%

New compounds follow:
Below each SMILES: N370S GC mod | FEN1 inh | TDP1 inh
CCc1ccc(-n2nnc(-c3nc(-c4ccc(C)cc4)no3)c2N)cc1
 : nt | 24% | 0%
O=C(Nc1ccc2nc(SCC(=O)N3CCCC3)sc2c1)c1ccccc1F
 : nt | -6% | 6%
CCOC(=O)c1c(C)[nH]c(C)c1S(=O)(=O)NCC1CCN(Cc2ccc(C)cc2)CC1
 : -16% | -5% | 3%
CN(C)c1ncc(S(=O)(=O)c2ccc(Cl)cc2)c(-c2ccc(Cl)cc2Cl)n1
 : ? | -14% | 2%
Nn1c(SCC(=O)Nc2nccs2)nncc1=O
 : 12% | 0% | -4%
O=C(Cc1ccc(S(=O)(=O)N2CCOCC2)s1)NCC1CCCCC1
 : 23% | 3% | 0%
COc1ccc(C(=O)C(C)OC(=O)c2nc3nccc(C)n3n2)cc1 (stereo not given)
 : nt | 2% | -2%
Clc1ccccc1N1CCN(c2ncnc3nc[nH]c23)CC1
 : 0% | -3% | 3%
COc1cc(C(F)(F)F)c(C(=O)N(C)Cc2ccc(Cl)c(Cl)c2)cn1
 : 8% | -14% | 8%
Cn1cnc([N+](=O)[O-])c1Cl
 : 0% | 0% | nt
Cc1ccc(NC(=O)CSCC(=O)N(C)CC(=O)Nc2cccc3ccccc23)cc1
 : 2% | 11% | nt
COc1ccc(C(=O)NCc2ccc3c(c2)CCN3C(C)=O)cc1OC
 : nt | -6% | -1%
O=C(/C=C/c1ccccc1)NNC(=O)c1ccco1
 : -17% | -2% | -13%
Cc1ccc(S(=O)(=O)N(C)c2ccc(C(=O)Nc3ccccn3)cc2)cc1
 : -2% | -8% | nt
CCCN(CCC)CCOc1cc(C)ccc1C(C)C
 : 18% | -2% | -1%
O=C(Cc1c[nH]c2ccccc12)NCc1ccc(Cl)cc1
 : 1% | -5% | 8%
Cn1c(=NC(=O)c2ccco2)sc2ccccc21
 : 3% | 0% | 5%
COc1ccc(NC(=O)CC2C(=O)NCCN2C(=O)Nc2ccc(C(F)(F)F)cc2)cc1 (stereo not given)
 : -20% | 8% | 0%
Cc1cc(C)n(-c2ccc(C(=O)Nc3cccnc3Cl)cc2)n1
 : 5% | -7% | 2%
COc1ccc(OC)c(-n2c(SCC(N)=O)nnc2-c2c[nH]c3ccccc23)c1
 : 0% | -14% | 4%
CN1CCN(c2ccc(NC(=O)CSc3nnnn3-c3ccccc3Cl)cc2)CC1
 : -4% | 13% | 4%
Cc1nc(N2CCN(C(=O)c3ccco3)CC2)c2c3c(sc2n1)CCC3
 : 6% | 13% | 8%
S=C(Nc1cc(Cl)cc(Cl)c1)NC1CCN(Cc2ccccc2)CC1
 : -26% | -25% | 3%[56.1 µM]
Cc1ccc(C)c(-c2ccc(=O)n(Cc3cccc(Br)c3)n2)c1
 : 13% | -15% | nt
COc1cc(/C=N/n2c(C3CCCCC3)n[nH]c2=S)ccc1O
 : -6% | 5% | nt
Cc1ccc(C(=O)Nc2ccc3c(c2)OCCO3)c(Cl)c1
 : 0% | 16% | 3%
CCOC(=O)c1n[nH]n(-c2cc(Cl)cc(Cl)c2)c1=O
 : -7% | 9% | 0%
CCSc1nc2c(c(=O)[nH]1)C(C(C)C)C(C#N)=C(N)O2 (stereo not given)
 : 10% | -20% | 3%
COc1ccc(OC)c(NC(=O)Cn2c(=O)oc3cc(S(=O)(=O)NCc4ccccc4)ccc32)c1
 : nt | 7% | 6%
CCN(CC(=O)Nc1ccc2c(c1)OCCO2)C(=O)c1ccccc1Br
 : nt | 8% | 1%

An excerpt from above, showing only N370S GC mod:
smiles	N370S GC mod
COc1ccc(OC)c(-n2c(SCC(N)=O)nnc2-c2c[nH]c3ccccc23)c1	0%
CC(C)SCCCCOc1ccc2ccccc2c1	-6%
COCCNC(=O)C(c1ccc(F)cc1)N(CC1CCCO1)C(=O)CCC(=O)Nc1ccccn1 (stereo not given)	4%
Cc1nc(N2CCN(C(=O)c3ccco3)CC2)c2c3c(sc2n1)CCC3	6%
O=C(Cc1c[nH]c2ccccc12)NCc1ccc(Cl)cc1	1%

The listing continues.
Below each SMILES: N370S GC mod | FEN1 inh | TDP1 inh
CCOCC(=O)Nc1cc(C(=O)OC)ccc1C(=O)OC
 : 7% | -7% | 4%
COc1cc(OC)cc(-c2c(-c3cccs3)c3cc(-c4ccc5cc[nH]c5c4)ccc3n2C)c1
 : nt | 45%[activator] | 0%
CN(/N=C/c1ccc(Cl)cc1Cl)c1ncc(Cl)cc1C(F)(F)F
 : 3% | -5% | -1%
Cc1c(S(=O)(=O)c2ccccn2)c(N)n(Cc2ccccc2Cl)c1C
 : -3% | -2% | 5%
COc1cccc(NC(=O)CN2C(=O)NC(C)(C3CC3)C2=O)c1 (stereo not given)
 : nt | 1% | -1%
C/C=C\C=C/C(=O)Nc1cccc(C2=NOC3(C2)C[C@H](C(N)=O)N(C(=O)CC)C3)c1 (stereo not given in full)
 : 6% | 2% | -7%
Cc1ccc(NC(=O)C2CCC2)cc1S(=O)(=O)N1CCCCCC1
 : 1% | 5% | 0%[0.505 µM]
O=C(c1ccc(NS(=O)(=O)c2cccc(F)c2)cc1)N1CCCCC1
 : 1% | 21% | 4%
O=C(Cc1coc2ccc3ccccc3c12)Nc1nccs1
 : nt | 0% | 3%
CCOC(=O)c1ccc(NC(=S)NN2CCN(C)CC2)cc1
 : -1% | -16% | 5%
CCOC(=O)N1CCN(C(=O)c2ccc(S(=O)(=O)Nc3ccc(C)cc3)cc2)CC1
 : nt | -2% | 0%
COC(=O)c1ccccc1S(=O)(=O)N1CCC(C(=O)OCC(=O)NCC(F)(F)F)CC1
 : 1% | 0% | 3%
Cc1ccc(OCC(=O)Nc2ccc(Cl)cc2)c([N+](=O)[O-])n1
 : nt | 15% | -2%[56.1 µM]
CCN(CC)CCCC(C)NC(=O)c1cc(=O)c2ccccc2o1 (stereo not given)
 : 0% | -5% | -3%
FC(F)(F)c1cnc(Oc2cccc3ccccc23)c(Cl)c1
 : 1% | ? | -2%
CCC(O)(CC)C(=O)N/N=C/c1cc(Br)cc(Br)c1O
 : 17% | -5% | 11%
C/C(=N\O)C(C)(C)Nc1cccc(Br)c1
 : 6% | -2% | nt
COc1cc(OC)cc(-c2c(-c3cccs3)c3cc(-c4cnc(OC)nc4)ccc3n2C)c1
 : nt | 0% | 2%
O=C(COc1ccccc1)Nc1ccc2c(c1)C(=O)N(CC1CCCO1)C2=O (stereo not given)
 : 2% | 5% | 4%
O=C(O)/C=C/C(=O)c1ccc2c(c1)NC(=O)CO2
 : -7% | -13% | -4%
O=C(Nc1nc(-c2ccc3c(c2)OCCO3)cs1)c1ccc(S(=O)(=O)N2CCCCC2)cc1
 : -30% | 9% | 3%
O=C1NC(=O)C(c2cn(-c3ccccc3)nc2-c2ccc(F)cc2)N1 (stereo not given)
 : 1% | -6% | -3%
CC(NC(=O)c1ccc(F)cc1Cl)C1CC2CCC1C2 (stereo not given)
 : -17% | -1% | 7%
COc1cc(Br)c(C2CC(=O)Nc3cc(OC)c(OC)cc32)cc1OC (stereo not given)
 : 4% | -4% | 6%
O=C(NCCc1ccc(Cl)cc1)c1ccc2c(c1)N(Cc1ccc(Cl)cc1)C(=O)CS2
 : nt | -6% | -3%
COc1ccc2c(c1)c(C(O)CN1CCN(Cc3ccc4c(c3)OCO4)CC1)c(C)n2C (stereo not given)
 : -18% | -9% | 11%
CCOC(=O)N1CCN(S(=O)(=O)CCNC(=O)c2ccc(OC)cc2)CC1
 : -1% | -1% | nt
Cc1cc(C)cc(NC(=O)COC(=O)c2n[nH]c3ccccc23)c1
 : 12% | -1% | 6%
CC1CCN(c2ccc(C(=O)NCc3cccs3)cn2)CC1
 : -8% | -3% | -2%
COc1cc(CCC(=O)OCC(=O)N(CCC#N)c2ccccc2)cc(OC)c1OC
 : 11% | 0% | 0%
CCOc1ccc(NC(=O)C(CC(=O)O)Cc2ccc(C)cc2)cc1 (stereo not given)
 : -2% | -1% | nt
CCc1ccc(OCC(=O)OCC(=O)NC2CCCC(C)C2C)cc1 (stereo not given)
 : nt | 12% | 1%
O=c1[nH]c2ccc(NC(=S)NC3CCCCC3)cc2[nH]1
 : 9% | 6% | 5%
COc1ccccc1/C=C(\NC(=O)c1cccc(C)c1)C(=O)Nc1ccccn1
 : 1% | 9% | nt
Cc1ccc(F)cc1NC(=O)CSc1nnc(CNC(=O)c2ccco2)n1C
 : 3% | -1% | 4%
Cc1ccc(CN2CCNC(=O)C2CC(=O)N(C)CCc2ccccc2)cc1 (stereo not given)
 : 2% | -13% | 0%
CCCCN(C(=O)Cc1ccc(S(=O)(=O)N2CCOCC2)s1)c1c(N)n(CC(C)C)c(=O)[nH]c1=O
 : 1% | -1% | -8%
N#Cc1ccc(NC2=NS(=O)(=O)c3ccccc32)cc1
 : nt | -1% | 0%
O=c1[nH]c2cc3c(cc2cc1CN(CCc1ccccc1)Cc1nnnn1C1CCCC1)OCCO3
 : -12% | nt | 6%
O=C(CSc1nnc(-c2ccccn2)n1Cc1ccccc1)N1CCCC1
 : -4% | 0% | -3%
Cc1ccc(CCNc2ncnc3onc(-c4ccc(Cl)cc4)c23)cc1
 : nt | -5% | 4%
CC(C)(C)OC(=O)NCCCCCc1cn([C@@H](CO)C(=O)NCCCCCCCCCCC(=O)N2CCN(C(=O)OC(C)(C)C)CC2)nn1
 : ? | -13% | 4%
O=C(CSc1ccc(Cl)cc1)N1CCOCC1
 : 5% | 0% | -2%
O=S(=O)(c1ccc(-n2cnnn2)cc1)N1CCN(c2cccc(C(F)(F)F)c2)CC1
 : nt | -13% | 2%
Cc1ccc(C(C)C)c(OC/C(O)=C(\C#N)c2nc3ccccc3[nH]2)c1
 : 16% | -3% | nt
COc1cc(NC(=O)CSc2nc(=O)n(CCCN3CCOCC3)c3c2CCC3)cc(OC)c1
 : -4% | 7% | 6%
Cc1ccc(NC(=O)CN2C(=O)NC3(CCc4ccccc43)C2=O)cc1Cl (stereo not given)
 : -9% | -8% | 2%
Cc1ccc(C(=O)Nc2cc(Cl)ccc2OC(=O)c2ccc(C)cc2)cc1
 : 14% | nt | 1%
Cc1c(CC(=O)NCCc2ccccc2)c(=O)oc2c(C)c3occ(C(C)(C)C)c3cc12
 : nt | 5% | -2%
O=S(=O)(c1cnc[nH]1)N1CCN(C(c2ccc(F)cc2)c2ccc(F)cc2)CC1
 : -20% | -15% | 2%
Cc1nc(SCC(=O)NCc2ccco2)c2c(C)c(C)sc2n1
 : 4% | 5% | 1%
CC(C)=NOC(=O)c1c(C)noc1-c1snnc1C
 : -7% | -2% | nt
CC(=O)OCC1O[C@@H](O[C@@H]2C[C@H]3C(C)(C)[C@H](OC(C)=O)CC[C@]3(C)[C@H]3CC[C@]45C[C@]4(CC[C@H]5[C@@H](C)C[C@@H](O)[C@H](O)C(C)(C)O)[C@@]32C)[C@H](O)[C@@H](O)[C@@H]1O (stereo not given in full)
 : 5% | nt | 8%
O=C(O)c1ccc(N=Nc2c(O)ccc3ncccc23)cc1
 : -12% | ? | nt
Cc1ccc(NC(=O)Cn2nc(C)c(S(=O)(=O)N(C)C)c2C)cc1C
 : -12% | 13% | 0%
